# KCNH2 3.1 inh – KCNH2 3.1 (human) potassium channel inhibition. U2OS KCNH2 3.1, thallium flux FluxOr; stronger effect = lower value. activity change, % (tested at about 1.8 µM). 340,000 compounds, 0.95% hits. AID 720553;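 active = maximum activity change below -70%; inconclusive = maximum activity change from -70% to -50%; inactive = maximum activity change above -50%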;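 also: thallium influx rate constant from kinetic fluorescence after stimulation buffer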
#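 Channel expression came from 3.1 mutant virus (1.77 x 10^8 /mL) applied to suspended U2OS cells for 4 h. Flux was tracked with FluxOr dye plus Red40 quencher, and kinetic rate constants normalized to controls.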
# BCR signal inh – chronic active BCR signaling inhibition | ABC-DLBCL IkBa-CBG/CBR reporter, luminescence ratio, 4 h | Potency, µM (top dose mostly 46.1 µM), for the others: at the highest dose ratio change, negative = lower green/red ratio, hits mostly inhibitors | 340,000 compounds, 0.05% hits | AID 493014; active = well fitted inhibition curve with a large enough effect in the signal ratio, with a control signal flat, not every such curve was filed as active; inconclusive = small, poorly fitted or top-dose-only effect, or effect the other way, or a change in a side signal; the % refers to the signal ratio;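 also: potency is read from the fitted curve at half-maximal effect; plate controls were basal doxycycline-induced cells for no effect and cells given 10 µM MG132 for full effect; MG132 reads +100%, hits lower the ratio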
#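 Doxycycline induced both beetle luciferases in TMD8 lymphoma cells; IKK-driven degradation limits the IkappaBalpha-fused green signal, while red luminescence normalises for cell number and nonspecific effects. Compounds tested up to 46 uM, 4 hrs.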
# Giardia killer – Giardia lamblia killing; Giardia lamblia trophozoite viability; activity change, % at 7.66 µM, hits read low; 340,000 compounds, 0.15% hits; AID 540267; in the data active = activity change below about -80%; inconclusive = between about -30% and that limit;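 also: parasites exposed to compound for two days anaerobically before the ATP read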
#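 Giardia trophozoites, 100 cells per well, were exposed to compounds for 48 hrs at 37 deg C under anaerobic conditions; viability was then read as ATP content by bioluminescence after 15-30 min at room temperature.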
# KCNH2 WT inh – KCNH2 (human, wildtype) channel inhibition | U2OS, BacMam KCNH2, thallium flux FluxOr; stronger effect = lower value | activity change, % at 1.84 µM | 340,000 compounds, 0.37% hits | AID 720551;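 active = maximum activity change below -70%; inconclusive = maximum activity change between -70% and -50%; inactive = maximum activity change above -50%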
# Target sequence (Q12809 whole entry, looked up): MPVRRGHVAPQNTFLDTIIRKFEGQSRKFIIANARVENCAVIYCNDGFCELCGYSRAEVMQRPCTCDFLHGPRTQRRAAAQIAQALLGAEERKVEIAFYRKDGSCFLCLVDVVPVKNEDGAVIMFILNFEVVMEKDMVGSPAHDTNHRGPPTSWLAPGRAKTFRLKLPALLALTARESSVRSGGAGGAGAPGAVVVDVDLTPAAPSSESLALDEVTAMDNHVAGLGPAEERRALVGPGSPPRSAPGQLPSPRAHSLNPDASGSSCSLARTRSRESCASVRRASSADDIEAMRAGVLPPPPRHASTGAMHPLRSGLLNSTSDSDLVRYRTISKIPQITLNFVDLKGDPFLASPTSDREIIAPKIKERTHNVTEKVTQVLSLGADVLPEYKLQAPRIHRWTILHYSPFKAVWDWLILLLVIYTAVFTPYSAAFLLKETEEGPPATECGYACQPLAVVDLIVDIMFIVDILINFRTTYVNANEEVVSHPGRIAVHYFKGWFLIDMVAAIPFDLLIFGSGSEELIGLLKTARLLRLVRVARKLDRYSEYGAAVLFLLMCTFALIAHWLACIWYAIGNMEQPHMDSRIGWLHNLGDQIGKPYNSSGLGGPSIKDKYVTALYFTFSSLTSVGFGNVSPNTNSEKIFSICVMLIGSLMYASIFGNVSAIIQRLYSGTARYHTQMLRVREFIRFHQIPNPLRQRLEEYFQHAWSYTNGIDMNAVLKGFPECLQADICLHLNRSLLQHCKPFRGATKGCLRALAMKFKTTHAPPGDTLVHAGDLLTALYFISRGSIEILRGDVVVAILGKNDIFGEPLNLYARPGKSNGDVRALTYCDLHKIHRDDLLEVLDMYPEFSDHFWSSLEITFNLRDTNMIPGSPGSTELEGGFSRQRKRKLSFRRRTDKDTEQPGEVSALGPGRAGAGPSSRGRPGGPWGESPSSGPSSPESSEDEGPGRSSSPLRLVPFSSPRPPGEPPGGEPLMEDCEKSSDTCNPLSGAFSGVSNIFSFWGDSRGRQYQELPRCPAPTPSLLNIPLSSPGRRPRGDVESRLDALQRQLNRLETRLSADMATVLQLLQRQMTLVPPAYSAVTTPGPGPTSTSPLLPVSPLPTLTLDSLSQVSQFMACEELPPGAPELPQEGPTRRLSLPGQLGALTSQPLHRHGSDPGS
#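 U2OS cells transduced with wild-type KCNH2 virus are loaded with FluxOr dye for 45 min, and thallium flux is measured in kinetic reads before and after stimulation buffer. Rate constants are normalized to DMSO controls.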
# B2AR arrestin – agonists driving beta-arrestin recruitment to human beta2-adrenergic receptor; Potency, µM (titrated, usually from 46.1 µM), inactives show top-dose activation, usual class: activators; beta-arrestin recruitment to beta2AR, cell-based reporter; 330,000 compounds, 0.02% hits; P07550;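 also: potency is read from the fitted curve at half-maximal effect; 0% = DMSO controls and full agonism = EC100 isoproterenol or metaproterenol; nearly all actives have a fitted effect of over 65% in size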
# GALK inh – blocks human galactokinase activity; 270,000 compounds, 0.007% hits; P51570; Purified GALK, Kinase-Glo residual ATP luminescence; Potency, µM (highest dose often 57.5 µM), for the others: at the highest dose activity change, negative = inhibition, most hits filed as inhibitors; also: potency is read from the fitted curve at half-maximal effect
#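 Luminescence from leftover ATP (Ultra-Glo luciferase/luciferin) served as read-out after a 1 h room-temperature reaction of 5 nM GALK with 35 uM ATP and 100 uM galactose.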
# PKM2 act – increases activity of human pyruvate kinase M2; purified PKM2, Kinase-Glo ATP luminescence, activation; response scale: 0% is enzyme alone, no compound; Potency, µM (doses to about 57.5 µM), for the others: at the top dose activation, hits mostly activators; 260,000 compounds, 0.34% hits; AID 1631; also: potency is read from the fitted curve at half-maximal effect; nearly all actives have a fitted effect of over 55% in size
#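 ATP formation by purified human PK-M2, quantified via coupled luciferase luminescence after 1 h at room temperature with 0.1 mM ADP and 0.5 mM PEP final.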
# uPA generation – cell surface uPA generation inhibition | cell surface uPA generation assay, qHTS | Potency, µM (titrated, usually from 38.3 µM), for the others: at the top dose activity change, negative = inhibition, actives largely listed as inhibitors | 330,000 compounds, 0.31% hits | AID 540303; active = well fitted inhibition curve with a large enough effect; inconclusive = small, poorly fitted or top-dose-only effect; inactive = no such curve, though single readings can be large or run the other way; tested in mouse RAW 264.7 cells; also: potency is read from the fitted curve at half-maximal effect; nearly all actives have a fitted effect of over 55% in size
# USP2a block – inhibitors of human ubiquitin-specific protease USP2a | Potency, µM (highest dose often 38.3 µM), for the others: at the highest dose activity change, negative = inhibition, most hits filed as inhibitors | USP2 core, Ub-CHOP2 coupled fluorogenic reporter, 485/531 | O75604 | 330,000 compounds, 0.01% hits;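 also: potency is read from the fitted curve at half-maximal effect; plate controls were DMSO wells for no effect and full inhibition by NEM control for full effect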
#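 USP2 core (10nM final) preincubated 30min RT with compound in 20mM Tris-HCl pH 8.0, 2mM CaCl2, 2mM beta-mercaptoethanol, 0.05% CHAPS; 25nM Ub-CHOP2 plus 25nM reporter substrate added, fluorescence (Ex485/Em531) read after 60min.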
# Eya2 phos inh – Eya2 (human) phosphatase inhibition | O00167 | recombinant Eya2, OMFP fluorescence dephosphorylation (OMFP is methylfluorescein phosphate) | Potency, µM (series often up to 76.9 µM), without a hit: at the highest dose activity, negative = inhibition, most hits filed as inhibitors | 330,000 compounds, 0.006% hits; also: potency is read from the fitted curve at half-maximal effect
#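 Eya2 (0.2 uM) preincubated 10 min at ambient with compound, then OMFP substrate added at 50 uM; 10 min reaction in 50 mM HEPES pH 7.5, 50 mM NaCl, 5 uM MgCl2, 0.05% BSA, 1 mM DTT. Fluorescence read at Ex 485/Em 525 nm.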
# FBPA coupling cs – coupling enzyme interference in Giardia aldolase counter-screen. coupling enzyme system counterscreen, AmpLite Red fluorescence. activity change, negative = inhibition, % at 58.2 µM, hits read low. AID 2472. 290,000 compounds, 0.67% hits; in the data active = activity change below about -30%
#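 Activity here indicates interference with the coupling reaction, not aldolase inhibition. Compounds at 57.5 uM final met coupling enzymes for 10 min at RT; substrate and AmpLite Red detection followed, with a 525/598 nm fluorescence read after 20 min.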
# * marks the source's active call; other numbers are inactive results; ? = inconclusive; nt = no result given; [ ] = dose if it differs, or a comment. Unless noted, calls follow the shape of the dose curve; as a rule, active = well fitted curve in the direction sought with a large enough effect; inconclusive = small, poorly fitted or top-dose-only effect, or another doubt; inactive = no such curve, though single readings can be large; an effect the other way counts as inactive or inconclusive. Unless noted, % is scaled to controls: 0 for no effect and ±100 for the full control effect. Hits appear at their usual frequency; 2.4% or so of the library scored in one or more.
SMILES,KCNH2 3.1 inh,BCR signal inh,Giardia killer,KCNH2 WT inh,B2AR arrestin,GALK inh,PKM2 act,uPA generation,USP2a block,Eya2 phos inh,FBPA coupling cs
COc1ccccc1NC(=O)c1ccc(COc2ccccc2Br)o1,-16,5%,12,16,-0.9%,5%,nt,-10%,-8%,1%,0
COc1ccc(-c2cc(C)nc3c(-c4ccccc4)cnn23)cc1,-5,?,10,5,-0.2%,-2%,1%,-3%,1%,8%,-2
NC(=O)c1ccccc1NC(=O)c1ccc2ccccc2c1,-34,?,-11,-7,-0.7%,-2%,-2%[11.5 µM],-6%,0%,5%,-5
COc1ccc(OC)c(-c2csc(NC(=O)COC(=O)C3(C)CC3(Cl)Cl)n2)c1 (configuration not stated),9,?,-8,9,-0.6%,nt,nt,-9%,1%,11%,nt
COc1cc(C(=O)NC(C)CCn2cccn2)ccc1OC1CCN(C(C)=O)CC1 (configuration not stated),0,1%,6,0,-0.7%,-7%,-1%,5%,0%,-1%,nt
COC(=O)NCCc1cc(OC)c(OC)cc1S(=O)(=O)N1CC(=O)Nc2ccccc21,2,-1%,8,-1,-0.9%,5%,nt,5%,-2%,-1%,0
CCOc1ccc(NC(=O)CN(C)C(=O)c2ccc(N3CCCCCC3)c([N+](=O)[O-])c2)cc1OCC,3,-8%,-15,3,0.5%,nt,nt,-5%,1%,-22%,nt
O=C(C1CCCO1)N1CCN(C(=S)Nc2ccccc2)CC1 (configuration not stated),-18,1%,-9,0,0.4%,0%,-10%,1%,0%,5%,-2
O=C(O)C1(c2ccccc2)CCN(S(=O)(=O)c2ccccc2)CC1,-21,0%,-5,3,-0.1%,-1%,nt,8%,1%,-6%,2
COc1ccccc1N1N=C(c2cccs2)CC1c1ccccc1 (configuration not stated),-13,0%,10,-1,-1.8%,0%,-3%,3%,3%,4%,-1
Cc1nc2ccc(NC(=O)c3cc(S(=O)(=O)N(C)c4ccccc4)ccc3Cl)cc2s1,-3,-11%,14,1,-0.9%,1%,1%,-8%,0%,9%,0
COc1ccc(C(CNC(=O)c2cccc(S(=O)(=O)N(C)c3ccccc3)c2)N2CCCC2)cc1 (configuration not stated),-18,0%,-5,13,0.2%,nt,nt,0%,4%,12%,nt
CC(=O)N(C)c1ccc(C(O)(C(F)(F)F)C(F)(F)F)cc1,-7,7%,-7,-1,-0.3%,-1%,0%,5%,8%,-5%,2
CC(C)c1ccc(NC(=S)NNc2ccc(Cl)c(C(=O)O)c2)cc1,2,-9%,7,nt,-0.3%,-1%,-4%,6%,2%,2%,2
CC(C)(C)NC(=O)COC(=O)c1ccc2c(c1)C(=O)N(Cc1ccco1)C2=O,0,-1%,3,7,0.1%,-2%,nt,-3%,-1%,0%,0
CN(C(=O)COc1ccc(Cl)cc1Br)C1CCCCC1,nt,9%,-11,5,0.1%,-7%,0%,2%,1%,1%,7
CSC(=NC#N)N1CCN(c2ccc(Cl)cc2)CC1,17,8%,1,7,-0.6%,-3%,2%,-10%,0%,-21%,0
c1ccc(-n2ncc3c(N4CCN(c5ccccn5)CC4)nc(N4CCCCCC4)nc32)cc1,1,3%,-11,-1,-0.4%,1%,0%,nt,-9%,14%,5
OCCNc1nc(N2CCCC2)nc(N2CCCC2)n1,7,0%,-3,3,-0.2%,1%,-6%,-1%,1%,6%,1
CC(C)=CCN1CCN(Cc2ccc3nsnc3c2)CC1CCO (configuration not stated),-20,-12%,3,60,6.9%,3%,-10%,2%,2%,?,-1
O=C(NCC(=O)N1CCCCCCC1)c1ccccc1Br,-7,-4%,-5,5,-1.1%,nt,nt,-1%,2%,4%,nt
C=CCOc1ccc(CNn2c(C)n[nH]c2=S)cc1OC,9,?,31[activator],8,0.2%,5%,-5%,2%,0%,1%,2
CCc1nn(CC(=O)NCc2cccnc2)c(=O)c2cc3occc3n12,-6,?,-25,-2,0.1%,-4%,nt,-2%,-1%,3%,nt
CCCS(=O)(=O)c1c(S(=O)(=O)CCC)c2cc(-c3ccncc3)ccn2c1C(=O)OC,-22,?,35[activator],4,1.0%,4%,-3%,-12%,1%,-8%,6
O=C(N/N=C/c1cccnc1)C(=O)N1CCCCCC1,4,6%,-11,3,-0.6%,4%,0%,6%,2%,-29%,1

# Other compounds follow:
SMILES,KCNH2 3.1 inh,BCR signal inh,Giardia killer,KCNH2 WT inh,B2AR arrestin,GALK inh,PKM2 act,uPA generation,USP2a block,Eya2 phos inh,FBPA coupling cs
Cc1cc(C(=O)COc2cc(F)ccc2[N+](=O)[O-])c(C)n1CC1CCCO1 (configuration not stated),-8,?,-13,-9,-0.3%,nt,nt,-6%,0%,-2%,nt
CN(CC(=O)Nc1ccc(Cl)cc1)C1CCCCC1,-24,?,-3,-1,-0.4%,-5%,0%,-4%,0%,-3%,2
CCN(CC)C(CNC(=O)CSc1nnnn1-c1cccc(F)c1)c1ccco1 (configuration not stated),19,-5%,3,11,0.0%,nt,nt,-12%,-3%,-13%,nt
O=C(Nc1cccc(Cl)c1)c1ccc2c(c1)OCCO2,-6,?,-20,0,-0.4%,0%,-11%,-10%,-2%,4%,-7
CCSc1ccccc1C(=O)NCc1ccc(OC)cc1,-20,?,4,1,0.1%,-3%,5%,nt,3%,12%,4
CCOC(=O)CCN1C(=O)c2ccccc2Sc2ncccc21,0,3%,2,-1,0.0%,nt,nt,4%,2%,3%,0
CC(C)Oc1ccccc1C1(c2ccccc2)NC(=O)NC1=O (configuration not stated),5,0%,5,-10,0.9%,-5%,-10%,12%,1%,0%,1
O=c1[nH]ncc2c3ccccc3n(Cc3ccc(F)cc3)c12,-12,-1%,19,-4,-0.1%,1%,0%,3%,-7%,-8%,1
CCOc1ccc(-c2cn(S(=O)(=O)c3cccc4nsnc34)nc2N)cc1,1,-8%,-15,-2,-0.3%,0%,-1%,-3%,2%,6%,0
COC(=O)c1cc(OC)c(OC)cc1NC(=S)N1CCN(c2ccccn2)CC1,1,4%,-4,0,-0.9%,-1%,15%,1%,1%,-19%,0
Cc1cccc(C)c1NC(=O)C1CCCN1C(=O)Nc1cccc(F)c1 (configuration not stated),-3,-3%,12,-5,-0.4%,0%,0%,3%,4%,-10%,4
CS(=O)(=O)N1CCc2cc(C(=O)Nc3ccccc3Br)ccc21,24,0%,2,11,-0.7%,nt,nt,0%,1%,-11%,2
COc1ccc(/C=N/NC(=O)c2[nH]c(C)c(C(=O)N/N=C/c3ccc(OC)cc3)c2C)cc1,-9,?,-12,5,-0.7%,0%,6%,-22%,-1%,12%,3
CCOc1ccc(CN2C(=O)c3ccccc3C2C(=O)NCC2CCCO2)cc1 (configuration not stated),9,-2%,-9,-1,-0.5%,-1%,-2%,2%,14%,-24%,3
COc1ccccc1OCC(=O)Nc1ccc(S(=O)(=O)Nc2cc(C)nc(C)n2)cc1,15,?,6,24,-0.6%,-1%,-4%,4%,2%,-7%,7
O=C(NCCCO)C(=O)NCC(c1ccc2c(c1)OCO2)N1CCN(c2ccc(F)cc2)CC1 (configuration not stated),30,-14%,9,-24,0.8%,4%,2%,-2%,2%,8%,11
Cc1ccc(-c2nnc3ccc(SCC(=O)Nc4cc(C)on4)nn23)cc1,-8,?,1,4,0.0%,3%,24%,nt,0%,-30%,4

# Screens (PubChem BioAssay)
